Bioassay records as filed in PubChem BioAssay.
SIRT5 block = sirtuin-5 (human) deacylase inhibition | Q9NXA8 | Purified SirT5, succinyl-peptide AMC, trypsin-coupled fluorescence | inhibition, % at 15 µM | hit rate 1.1% among 330,000 | AID 652115; in the data active means inhibition above about 15%; inconclusive means no clear call, values can overlap the other calls
Target sequence (Q9NXA8 whole entry, looked up): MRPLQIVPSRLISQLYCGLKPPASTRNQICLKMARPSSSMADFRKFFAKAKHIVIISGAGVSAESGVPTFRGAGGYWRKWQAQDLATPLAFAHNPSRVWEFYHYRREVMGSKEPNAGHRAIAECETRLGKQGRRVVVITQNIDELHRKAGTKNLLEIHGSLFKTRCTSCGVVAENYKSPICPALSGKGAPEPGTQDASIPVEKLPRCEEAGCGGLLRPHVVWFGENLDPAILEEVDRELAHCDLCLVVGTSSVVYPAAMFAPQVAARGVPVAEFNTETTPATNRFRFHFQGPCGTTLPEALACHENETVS
miR122 inh = blocks miR-122 activity in Huh7 sensor cells | Huh7 miR-122 Renilla luciferase sensor, 48 h; neutral wells = 0, positive control = 100 | hit rate 0.3% among 340,000 | activation (reporter increase), % at 12.5 µM | AID 602342;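 active means mean replicate activation score at least 90 and every replicate individually at or above 90; inconclusive means only one of the two criteria met; inactive means neither criterion met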;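 further: higher luciferase means less miR-122 activity so hits act as miR-122 inhibitors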
F508del corr = CFTR F508del correction in bronchial cells | hit rate 0.36% among 350,000 | CFBE cells, YFP halide quenching; stimulated with forskolin plus potentiator P3; % fluorescence drop versus neutral controls | AID 720511 | activity (quench increase), % at 7.58 µM;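 active means mean added fluorescence quench of at least 8% versus neutral control, with both replicates also reaching 8%; inconclusive means only one of the mean or replicate conditions met; inactive means mean below 8% and not both replicates reaching 8%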;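 further: cells transiently co-express mutant CFTR-F508del with the halide-sensitive YFP; corrector assay measuring rescue of mutant channel to the surface after 24 h compound exposure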
DENV2 CPE rescue = protects cells from dengue virus 2 cytopathic effect; DENV2-infected cells, cytopathic effect rescue, plate reader; CPE inhibition, % at 9.99 µM; hit rate 1.7% among 350,000; AID 651640; in the data active means CPE inhibition above about 20%, passing the limit was not always enough; inconclusive means no clear call, values can overlap the other calls; tested in BHK-21 cells;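 further: 0% = median of neutral control wells and 100% = median of positive control wells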
ERAP1 HTS inh = ERAP1 (human) enzyme inhibition. Q9NZ08. recombinant ERAP1, Leu-AMC fluorescence, 60 min. inhibition, % at 10.7 µM. hit rate 0.15% among 340,000;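 active means mean replicate inhibition of at least 30%, or all replicates individually reaching that 30% level; inactive means mean below 30% and not every replicate reaching it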;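 further: 0% = neutral control wells and 100% = L-leucinethiol positive control wells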
ERp5 block = inhibitors of human ERp5; Q15084; ERp5 insulin aggregation, absorbance 650 nm, 90 min; inhibition, % at 9.99 µM; hit rate 0.05% among 350,000;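 active means mean replicate inhibition above about 25%, with every replicate also reaching it, limit read from the data, passing the limit was not always enough; inconclusive means only one of those two criteria met; inactive means neither criterion met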
Target sequence (Q15084 whole entry, looked up): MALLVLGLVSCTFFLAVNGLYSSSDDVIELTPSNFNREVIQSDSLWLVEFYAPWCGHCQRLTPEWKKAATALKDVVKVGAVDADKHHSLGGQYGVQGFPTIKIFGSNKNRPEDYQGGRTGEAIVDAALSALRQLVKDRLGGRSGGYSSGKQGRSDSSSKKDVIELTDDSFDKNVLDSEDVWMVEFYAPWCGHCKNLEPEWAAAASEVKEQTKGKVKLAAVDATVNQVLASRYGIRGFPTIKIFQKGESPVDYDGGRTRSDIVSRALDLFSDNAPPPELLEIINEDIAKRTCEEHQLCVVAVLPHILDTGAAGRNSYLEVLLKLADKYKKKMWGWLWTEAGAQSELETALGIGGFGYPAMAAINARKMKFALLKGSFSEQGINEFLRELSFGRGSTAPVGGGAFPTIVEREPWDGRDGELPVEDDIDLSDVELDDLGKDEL
CASP6 VEID inh = blocks human caspase-6 cleavage activity; P55212; purified caspase-6, Z-VEID-R110 cleavage fluorescence; inhibition, % at 12.5 µM; hit rate 0.53% among 350,000; AID 686996;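 active means mean inhibition across replicates at least about 35%, with every replicate also reaching that limit, limit read from the data; inconclusive means only one of the two criteria met; inactive means neither criterion met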;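 further: 0% = median of neutral control wells and 100% = no fluorescence left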
Target sequence (P55212 24-179 limits assumed): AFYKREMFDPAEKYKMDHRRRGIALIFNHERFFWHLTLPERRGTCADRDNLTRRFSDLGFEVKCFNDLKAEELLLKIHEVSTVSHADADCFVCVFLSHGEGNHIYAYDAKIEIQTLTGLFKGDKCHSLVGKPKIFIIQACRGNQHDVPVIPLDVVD
Target sequence (P55212 194-293 limits assumed): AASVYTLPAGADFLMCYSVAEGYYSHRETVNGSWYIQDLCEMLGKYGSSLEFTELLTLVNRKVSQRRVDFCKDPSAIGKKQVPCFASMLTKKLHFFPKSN
Numbers without * were called inactive; ? = inconclusive; nt = no result given; & = joins results of further samples; ! = not confirmed by another sample; [ ] = remark or other dose.

SMILES	SIRT5 block	miR122 inh	F508del corr	DENV2 CPE rescue	ERAP1 HTS inh	ERp5 block	CASP6 VEID inh
COc1ccc(N(C(=O)c2cccc(OC)c2OC)C2C=CS(=O)(=O)C2)c(OC)c1 (stereo not drawn)	-5	3	0.4	-1	1	-5	3
N/C(=N\OC(=O)c1ccc2ccccc2c1)c1ccccc1Cl	1	-7	0.6	6	3	-3	-1
CCCNC(=O)N(C)C[C@@H]1Oc2ncc(-c3ccncc3)cc2C(=O)N([C@H](C)CO)C[C@H]1C	10	6[16.7 µM]	1.0	-6	-3	-1	2
CC1(C(=O)NS(=O)(=O)c2cccc(OC(F)F)c2)CCN1C(=O)CCc1cccs1 (stereo not drawn)	1	-27	-0.7	-2	-2	3	0
COc1ccc(S(=O)(=O)N(C)C[C@@H]2Oc3c(NC(=O)C4CC4)cccc3C(=O)N([C@H](C)CO)C[C@H]2C)cc1	-3	-2[16.7 µM]	-1.9	1	0	3	1
CC1(C)CC(=O)C(C=NCC2CCN(C(=S)Nc3ccccc3)CC2)=C(O)C1	-4	-5	-0.7	-2	1	3	-1
C[C@H]1CN([C@@H](C)CO)C(=O)c2cccc(NC(=O)NC3CCCCC3)c2O[C@H]1CN(C)Cc1ccc2c(c1)OCO2	-1	10[16.7 µM]	-0.1	2	10	1	5
C[C@H](CO)N1C[C@H](C)[C@H](CN(C)C(=O)Nc2cccc3ccccc23)Oc2ccc(NC(=O)C3CC3)cc2C1=O	6	7[16.7 µM]	-2.3	18	-2	0	0
CO[C@H]1CN(C)C(=O)c2ccc(NC(=O)NC(C)C)cc2OC[C@H](C)N(CCC(F)(F)F)C[C@@H]1C	7	7[16.7 µM]	-1.3	-5	-1	-8	0
COc1ccc2c(/C=C/c3cc[n+](C)cc3)c[nH]c2c1	10	-27	-4.0	13	18	3	-44
CC(C)CCNC1c2ccccc2C(=O)N1Cc1ccccc1 (stereo not drawn)	-3	1	0.7	-5	-4	3	-1
COc1ccc(C(=O)COC(=O)CCC(=O)c2cccs2)cc1	0	nt	-2.8	2	5	-1	1

Shown comma-delimited: entries from further up.
Structure,SIRT5 block,miR122 inh,F508del corr,DENV2 CPE rescue,ERAP1 HTS inh,ERp5 block,CASP6 VEID inh
CO[C@H]1CN(C)C(=O)c2ccc(NC(=O)NC(C)C)cc2OC[C@H](C)N(CCC(F)(F)F)C[C@@H]1C,7,7[16.7 µM],-1.3,-5,-1,-8,0
COc1ccc2c(/C=C/c3cc[n+](C)cc3)c[nH]c2c1,10,-27,-4.0,13,18,3,-44
CC(C)CCNC1c2ccccc2C(=O)N1Cc1ccccc1 (stereo not drawn),-3,1,0.7,-5,-4,3,-1
COc1ccc(C(=O)COC(=O)CCC(=O)c2cccs2)cc1,0,nt,-2.8,2,5,-1,1

The listing continues.
SMILES	SIRT5 block	miR122 inh	F508del corr	DENV2 CPE rescue	ERAP1 HTS inh	ERp5 block	CASP6 VEID inh
CC(=O)Nc1ccc(OS(=O)(=O)c2ccc([N+](=O)[O-])cc2)cc1	2	nt	-2.2	5	3	-3	-1
O=C(Nc1nccs1)c1ccc(F)c(S(=O)(=O)N2CCOCC2)c1	-1	-6	-1.9	-5	-2	-18	-5
C[C@H]1CN([C@@H](C)CO)C(=O)Cc2cc(NC(=O)c3ccncc3)ccc2O[C@H]1CN(C)Cc1ccncc1	-3	2[16.7 µM]	-1.9	5	4	3	4
O=C(O)c1ccccc1C(=O)Nn1cnnc1	-4	0	2.9	3	-2	1	-7
FC(F)c1nc2nc(Cl)c(Cl)nc2[nH]1	nt	nt	-3.3	1	4	-10	-4
O=C(Cn1cnc2c(NCc3ccccc3)ncnc21)N1CCN(c2ccccn2)CC1	-2	-6	0.8	-2	-5	3	4
NC1=C([N+](=O)[O-])C(c2ccccc2)C2=C(CCCC2=O)O1 (stereo not drawn)	16*	nt	-0.4	4	10	3	-2
COc1ccc(S(=O)(=O)N(C)C[C@@H]2OCCCC[C@H](C)Oc3ccc(NC(=O)Nc4c(C)noc4C)cc3C(=O)N([C@@H](C)CO)C[C@H]2C)cc1	5	7[16.7 µM]	-0.9	-1	1	-3	0
CC1CCCCN1CCNC(=O)Cn1nc(-c2ccccc2)ccc1=O (stereo not drawn)	-10	7	2.8	nt	-5	-3	-5
COC(=O)Cc1ccc(NC(=S)Nc2ccccn2)cc1	0	8	1.7	-2	3	-1	-1
Nc1ncccc1C(=O)OCC(=O)NC1CCCCCC1	-8	nt	1.7	7	0	4	21
N#C[C@@H]1[C@H](c2ccccc2-c2ccccc2F)[C@@H](CO)N1C(=O)c1cccc(F)c1	18*	nt	-1.2	-15	3	7	1
O=C(NC(=O)c1cnccc1C(F)(F)F)Nc1ccccc1	-7	1	1.2	14	nt	1	-4
CN1C(=O)c2cc(NC(=O)C3CCOCC3)ccc2OC[C@@H]2O[C@@H](CC(=O)O)CC[C@H]21	-2	-5[16.7 µM]	-0.2	9	-3	-1	4
COc1cc(C(=O)NCCNC(=O)C2CCCNC2=O)cc(OC)c1OC (stereo not drawn)	1	nt	1.7	9	0	3	0
COc1ccc(Br)cc1CN(C)C(=O)c1ccncc1	-1	nt	0.3	?	-1	5	-118
C[C@H](CO)N1C[C@H](C)[C@@H](CN(C)Cc2cccnc2)Oc2ncc(C3=CCCCC3)cc2C1=O	3	-24[16.7 µM]	-2.1	2	-3	-1	-5
O=C(OCC1CCC=CO1)C1CCC=CO1 (stereo not drawn)	-5	-1	-0.9	-5	0	-15	2
C[C@@H]1CN([C@H](C)CO)C(=O)Cc2cc(NC(=O)Cc3cn(C)c4ccccc34)ccc2O[C@H]1CN(C)C(=O)Nc1cccc2ccccc12	0	7[16.7 µM]	-1.0	-8	-1	-4	0
O=[N+]([O-])c1ccc(Oc2cccnc2)c([N+](=O)[O-])c1	1	0	-3.0	-6	3	4	11
O=C(Nc1cccc(F)c1)N1CCCCCC1	0	5	1.5	1	0	2	-4
COc1cccc(NC(=O)N2CCC(NC(=O)c3ccco3)CC2)c1	-3	28	-0.8	8	1	1	-1
COc1ccccc1C1CCN(C(=O)c2cccs2)CC1	1	-4	-0.5	1	1	2	-1
CNC(=O)CN1C(=O)NC(c2ccccc2)(c2ccccc2)C1=O	3	-2	0.2	-8	-1	3	3
COc1ccc(/C(C)=N/NS(=O)(=O)c2ccccc2)c(OC)c1	-2	-1	-2.6	11	-2	5	4
COc1cccc(N2C(=O)C3NN=C(C(=O)CN4C(=O)c5ccccc5C4=O)C3C2=O)c1 (stereo not drawn)	-2	4	1.4	-6	-1	-3	0
COC(=O)CCCC1=CC2=CC(=O)C(C)(OC(=O)c3cccs3)C(=O)C2=CN1c1ccccc1 (stereo not drawn)	nt	-5	-1.9	14	3	-5	1
CN(C)c1ccc(NC(=O)CCn2c(=S)oc3ccccc32)cc1	-7	nt	1.6	3	-3	2	0
COc1ccc(-c2csc(NC(=S)NC(=O)c3ccco3)n2)cc1	-4	-3	nt	2	0	2	-2
CC(=O)C1=C(C)N(Cc2ccc(Br)cc2)C(=S)NC1c1cccc(Cl)c1 (stereo not drawn)	2	nt	-0.7	-3	2	5	-3
O=C1CS/C(=C/C(=O)c2cccc(Cl)c2)N1	3	nt	-1.0	3	2	-1	1
CC(C)c1cn(CC[C@@H]2CC[C@@H](NC(=O)c3cccc(F)c3)[C@H](CO)O2)nn1	-2	-20[16.7 µM]	-0.7	0	2	-1	0
COCCNC(=O)CS(=O)Cc1nc(-c2ccc(OC)cc2)oc1C (stereo not drawn)	1	nt	-2.7	-5	3	4	1
COc1cccc(C#Cc2ccc3c(c2)O[C@H](CN(C)C(C)=O)[C@@H](C)CN([C@H](C)CO)S3(=O)=O)c1	1	14[16.7 µM]	-0.3	-2	1	4	3
O=C(C[C@H]1CC[C@H]2[C@@H](COC[C@@H](O)CN2S(=O)(=O)c2cccc(Cl)c2)O1)NCc1ccc2c(c1)OCO2	0	4[16.7 µM]	2.5	10	-1	6	-5
Cc1[nH]c(=O)[nH]c(=O)c1S(=O)(=O)Nc1ccc(S(N)(=O)=O)cc1	-4	2	-0.1	-3	3	2	-1
CO[C@@H]1CN(C)C(=O)c2ccc(NC(=O)C3CCOCC3)cc2OC[C@H](C)NC[C@H]1C	-3	nt	-0.4	5	-1	-6	2
Cc1ccc(C(=O)NC(C)c2ccc(-n3ccnc3)cc2)c(C)c1 (stereo not drawn)	0	nt	-2.0	0	-3	8	-28
Cc1nnc(NC(=O)CSc2nccn2Cc2ccc(F)cc2)s1	-3	nt	2.5	-1	-5	7	1
COc1ccc(NC(=O)N(C)C[C@H]2Oc3ccc(NC(=O)Nc4ccccc4)cc3CC(=O)N([C@H](C)CO)C[C@@H]2C)cc1	0	-2[16.7 µM]	-1.8	0	1	1	1
COc1ccc(CC(=O)n2[nH]c(=O)cc(C)c2=O)cc1OC	0	1	3.1	16	3	3	2
Cc1nnc(SCC(=O)NNC(=O)CC#N)[nH]c1=O	-5	nt	nt	2	-3	-4	0
CC(=O)N(C)C[C@@H]1Oc2ncc(-c3ccccc3C)cc2C(=O)N([C@@H](C)CO)C[C@@H]1C	-1	-1[16.7 µM]	3.6	-11	-2	-1	-1
Cn1cc([N+](=O)[O-])c(C(=O)N/N=C/c2ccncc2)n1	0	0	0.5	10	1	7	-2
O=C(NCCC(=O)N1CCN(S(=O)(=O)c2ccc(F)cc2)CC1)Nc1ccccc1	-2	-3	-3.2	?	1	-1	-1
O=C(c1cnccn1)N1C[C@H]2[C@@H](c3ccccc31)[C@@H](CO)N2CC1CCCC1	2	-14[16.7 µM]	1.0	4	0	2	2
O=C(N/C(=C/c1cccnc1)C(=O)N1CCOCC1)c1ccccc1	-3	nt	3.4	-2	-5	-5	0
CS(=O)(=O)c1ccc2nc(NC(=O)c3ccco3)sc2c1	-2	-1	-1.9	2	-2	-2	1
COc1cncc(-c2cnc3sc(NCCc4ccccn4)nn23)c1	2	-6	-0.2	?	-5	-1	-2
COc1ccc(N2CCN(C(=O)c3cccc(S(=O)(=O)N4CCCc5ccccc54)c3)CC2)cc1	0	10	1.8	-2	0	0	1
COc1ccc(CN(C)C(=O)c2ccc(OCC(=O)Nc3cccc(C(F)(F)F)c3)c(OC)c2)c(OC)c1	-3	nt	-0.4	-5	-1	-8	57*
CCCNC(=O)N(C)C[C@H]1Oc2cc(C#CC3CC3)ccc2S(=O)(=O)N([C@H](C)CO)C[C@H]1C	-3	-11[16.7 µM]	0.3	13	1	-3	-2
CCCCn1nc(NC(=O)COC)c2cc3cc(OC)ccc3nc21	-4	-10	2.0	-6	-7	1	1
O=C(O)CCC(=O)N(Cc1ccco1)C1CC(=O)N(c2ccccc2)C1=O (stereo not drawn)	-4	nt	2.9	-5	-2	7	-2
COc1ccc(OC)c2[nH]c(=O)c(CCNC(=O)Cc3cccs3)cc12	-3	nt	0.0	0	-3	0	5
CN1CCCC(C#CC(O)(c2ccccc2)c2ccccc2)C1 (stereo not drawn)	-4	nt	-0.6	5	-1	11	-3
C[C@H]1CN([C@@H](C)CO)C(=O)c2cc(C#CC3CCCCC3)cnc2O[C@H]1CN(C)S(=O)(=O)c1ccc(F)cc1	0&0	-8&-6[16.7 µM]	2.4&0.2	72*!	0&1	2&1	0&1
COc1cccc(-c2nnc(NC(=O)C(C)C)o2)c1	-3	-3	-4.2	-1	2	-3	33
O=C(Nc1nnc(Cc2c[nH]c3ccccc23)s1)c1ccc(Cl)cc1Cl	9	nt	nt	7	1	-2	58*
C[C@@H]1CN([C@@H](C)CO)C(=O)c2cccc(N(C)C)c2O[C@H]1CN(C)S(=O)(=O)c1ccc(Cl)cc1	-2	-4[16.7 µM]	-5.8	12	0	-1	-1
Cc1ccc(-n2nc3c(N4CCC(C(=O)NCCc5ccco5)CC4)nnc(C)c3c2C)cc1	7	nt	-1.0	?	1	3	0
CC(C)CCOP(=O)(c1ccc(N(C)C)cc1)C(O)c1ccccc1 (stereo not drawn)	5	nt	-0.1	8	4	-1	4
CN(C)S(=O)(=O)c1ccc(Cl)c(NC(=O)CSc2nc3c(cc2C#N)C(=O)CCC3)c1	-7	-5	nt	-7	1	3	0
